Screening results as filed in PubChem.
Pol iota inh: inhibitors of human DNA polymerase iota. 390,000 compounds, 1% hits. Pol iota fluorescent replication assay, 10 min. AID 588590. Potency, µM (doses to about 115 µM), for the others: at the highest dose activity, negative = inhibition, usual class: inhibitors. Q9UNA4
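Fluorescent replication assay read twice, at 0 min and 10 min after adding 50 nM (final) substrate. Enzyme (10 nM) and compounds were first incubated 15 min at room temperature; enzyme-free buffer wells were negative controls.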
JMJD2A Tudor inh: blocks the human JMJD2A Tudor domain; Potency, µM (top dose mostly 114 µM), for inactives: top-dose activity change, negative = inhibition, most hits filed as inhibitors; O75164; 390,000 compounds, 4.4% hits; AlphaScreen JMJD2A-Tudor / H3K4me3 peptide binding; further: on the % scale 0 is the no-effect control and ±100 the full control effect; nearly all actives have a fitted effect of over 50% in size
BAZ2B block: BAZ2B (human) inhibition | Potency, µM (top dose mostly 114 µM), for the others: top-dose activity change, negative = inhibition, most hits filed as inhibitors | 360,000 compounds, 4.4% hits | AlphaScreen BAZ2B-H3K14Ac peptide displacement; further: on the % scale 0 is the no-effect control and ±100 the full control effect; nearly all actives have a fitted effect of over 60% in size
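In this displacement format the biotinylated H3(5-23) peptide acetylated at Lys14 serves as ligand at 50 nM, with BAZ2B at 50 nM in PBS pH 7.4 containing 0.01% Tween-20. Donor and acceptor beads are 10 ug/mL final.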
G9a block: inhibitors of human histone lysine methyltransferase G9a | Q96KQ7 | G9a H3K9 monomethylation, AlphaScreen, 2 h | Potency, µM (doses to about 102 µM), for inactives: top-dose activity, negative = inhibition, hits mostly inhibitors | 350,000 compounds, 8.8% hits | AID 504332; further: on the % scale 0 is the no-effect control and ±100 the full control effect; nearly all actives have a fitted effect of over 75% in size
Target sequence (Q96KQ7 913-1193 limits assumed): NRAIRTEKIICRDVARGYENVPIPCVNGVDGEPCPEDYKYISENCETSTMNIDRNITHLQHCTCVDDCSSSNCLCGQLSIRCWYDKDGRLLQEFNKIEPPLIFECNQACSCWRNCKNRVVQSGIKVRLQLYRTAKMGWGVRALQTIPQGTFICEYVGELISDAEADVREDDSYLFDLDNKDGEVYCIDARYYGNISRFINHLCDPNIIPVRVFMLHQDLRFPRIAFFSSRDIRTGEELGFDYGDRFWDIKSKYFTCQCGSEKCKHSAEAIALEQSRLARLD
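Quantitative HTS format: methyltransferase activity on a biotin-tagged H3K9 peptide is measured by AlphaScreen, using a rabbit anti-monomethyl-H3K9 antibody with streptavidin donor and anti-IgG acceptor beads. Final levels are 20 nM enzyme, 500 nM peptide, 20 uM SAM; 2 h RT.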
POLK inh: DNA polymerase kappa (human) inhibition. purified Pol kappa, fluorescent DNA synthesis assay, 10 min. 400,000 compounds, 0.53% hits. Potency, µM (series often up to 107 µM), for inactives: at the highest dose activity, negative = inhibition, hits mostly inhibitors. Q9UBT6; further: on the % scale 0 is the no-effect control and ±100 the full control effect
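Kinetic fluorescence screen: compound preincubated 15 min RT with 10 nM enzyme; 50 nM substrate (final) initiates; reads at 0/10 min.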
POLB inh: DNA polymerase beta (human) inhibition; P06746; AID 485314; Pol beta primer extension/strand displacement, fluorescence kinetic; Potency, µM (top dose mostly 114 µM), inactives show at the top dose activity change, negative = inhibition, usual class: inhibitors; 340,000 compounds, 1.3% hits; further: on the % scale 0 is the no-effect control and ±100 the full control effect
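Curves were derived by four-parameter Hill fits of normalized qHTS data. The kinetic fluorescent primer-extension read was taken at 0 and 10 min after 50 nM substrate, following a 15 min room-temperature preincubation of 10 nM enzyme with compounds.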
Pol eta inh: DNA polymerase eta (human) inhibition. Q9Y253. recombinant Pol eta, fluorescent DNA replication assay. Potency, µM (titrated, usually from 114 µM), inactives show at the highest dose activity change, negative = inhibition, hits mostly inhibitors. 390,000 compounds, 1.2% hits. AID 588591; further: on the % scale 0 is the no-effect control and ±100 the full control effect
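Pol eta at 10 nM preincubated with compounds 15 min at room temperature; reaction started with fluorescent substrate (50 nM final) and read kinetically at 0 and 10 min.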
BLM helicase inh: Bloom syndrome helicase (human) inhibition; P54132; recombinant BLM DNA unwinding, fluorescence dequenching; Potency, µM (titrated, usually from 56.1 µM), for the others: at the highest dose activity change, negative = inhibition, actives largely listed as inhibitors; 350,000 compounds, 0.2% hits;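 further: plate controls were vehicle for no effect and no enzyme for full effect; nearly all actives have a fitted effect of over 35% in size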
APEX1 inh: APE1 (human) endonuclease inhibition | P27695 | recombinant APE1, TAMRA/BHQ-2 abasic DNA cleavage fluorescence | Potency, µM (doses to about 65.8 µM), without a hit: top-dose activity change, negative = inhibition, most hits filed as inhibitors | 350,000 compounds, 0.35% hits | AID 2517;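 further: plate controls were vehicle for no effect and reference inhibitor for full effect; nearly all actives have a fitted effect of over 55% in size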
Target sequence (P27695 whole entry, looked up): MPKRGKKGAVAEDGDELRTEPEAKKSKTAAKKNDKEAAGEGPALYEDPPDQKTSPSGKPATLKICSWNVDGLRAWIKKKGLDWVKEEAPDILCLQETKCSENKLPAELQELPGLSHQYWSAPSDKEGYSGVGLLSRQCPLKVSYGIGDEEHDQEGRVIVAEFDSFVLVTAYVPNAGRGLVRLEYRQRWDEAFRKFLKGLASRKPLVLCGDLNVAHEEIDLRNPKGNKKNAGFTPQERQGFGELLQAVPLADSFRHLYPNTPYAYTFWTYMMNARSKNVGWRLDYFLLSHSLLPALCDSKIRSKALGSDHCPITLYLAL
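Enzyme (0.75 nM final) and test compound are incubated 15 min at room temperature before adding 50 nM quenched THF abasic-site duplex. Cleavage dequenches TAMRA, followed at 525/598 nm over three reads one minute apart.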
Starred values were filed as active, the others as inactive; ? = inconclusive; / = no result given; & = joins results of further samples; [ ] = remark or other dose. The call rests on the fitted dose curve; in most records, active means well fitted curve in the direction sought with a large enough effect; inconclusive means small, poorly fitted or top-dose-only effect, or another doubt; inactive means no such curve, though single readings can be large; an effect the other way counts as inactive or inconclusive. Potency means the concentration at half of the fitted maximal effect.

SMILES	Pol iota inh	JMJD2A Tudor inh	BAZ2B block	G9a block	POLK inh	POLB inh	Pol eta inh	BLM helicase inh	APEX1 inh
Cn1/c(=N/NC(=O)c2ccccc2F)sc2ccccc21	7%	-7%	-20%	-32%	-17%	2%	6%	-2%	0%
O=C(N/N=C\c1ccccc1F)c1ccc(-c2ccccc2)cc1	13%	-10%	-6%	/	1%	0%	-7%	8%	12%
COc1ccc(C(=O)c2c(O)cc(-c3ccc(OC)cc3)oc2=O)cc1	-9%	-4%	-1%	?	-5%	-13%	-1%	1%	3%
CCOC(=O)Cc1csc(NS(=O)(=O)c2ccc(C(F)(F)F)cc2)n1	150%[activator]	-8%	-18%	-32%	0%	55%[activator]	-21%	-3%	-1%
COc1ccccc1-n1c(SCC(=O)N2CCCCC2)nc2cccnc21	9%	-6%	16%	16%[59 µM]	-3%	1%	-2%	1%	2%
CCCCC(=O)Nc1ccc(NC(=S)NC(=O)CCCCl)cc1OC	2%	-11%	-1%	?	-8%	34%	-11%	-2%	3%
COc1ccc([C@@H]2CC(=O)c3c(O)cc(O)cc3O2)cc1O	-4%	4%	9%	-5%[59 µM]	1%	/	-14%	0%	3%
Cc1cccc(N2C(=O)Cc3ccccc3C2=O)c1	8%	?	-14%	-18%	-14%	5%	-2%	-5%	-4%
CCc1ccccc1NC(=O)Cc1ccc(NC(=O)N2CCCCc3ccccc32)cc1	7%	-15%	-23%	1%[59 µM]	0%	7%	-14%	-2%	/
CCCNC(=O)[C@H](Cc1c[nH]c2ccccc12)NC(=O)c1ccccc1Cl	3%	-12%	-7%	16%[59 µM]	-6%	17%	-15%	-9%	1%
CC(C)CCNC(=O)Cn1nc(N2CCN(c3ccccc3)CC2)ccc1=O	10%	-9%	-3%	8%[59 µM]	-6%	0%	2%	-7%	/
CCOC(=O)CN1C(=O)C(=O)c2cccc(C)c21	-1%	-17%	13%	?	-16%	34%	-11%	-1%	?
Cc1ccc(-c2nnc(SCC(=O)N3CCN(c4ccccc4)CC3)o2)cc1	6%	-3%	-2%	-38%	-4%	2%	10%	-1%	1%
CCN(CC)CCN(Cc1cc2cc3c(cc2[nH]c1=O)OCO3)C(=S)NCCOC	47%[activator]	-18%	10%	/	-16%	0%	-11%	5%	-4%
CN(C)c1ccc(/C=C2\CCCCC2=O)cc1	7%&-11%	?	?	50µM*	-4%&-2%	-10%	0%	5%	1%
Cc1c(N=Cc2nc3ccccc3n2C)c(=O)n(-c2ccccc2)n1C	5%	-15%[57.1 µM]	-4%	7%[0.0925 µM]	-9%	14%	11%	-1%	15%
COc1ccc(OC)c(CC(NC(C)=O)C(=O)NC2CCN(c3c(Cc4ccccc4)c(C)nc4ncnn34)CC2)c1 (stereo not given)	127%[activator]	-15%	-2%	29%[59 µM]	-12%	50%	-15%	2%	0%
COc1ccccc1NC(=O)c1ccc(NC(=O)CSc2nncn2C)cc1	25%	-11%	0%	11µM*	-2%[60.1 µM]	-11%	-7%	3%	2%
CC[C@H](C)[C@H](NC(=O)OCc1ccccc1)C(=O)OCC(=O)N1CCN(c2ccc(F)cc2)CC1	8%	-23%	/	/	8%	/	-21%	/	/
CCN(CC)c1ccc(/C=N/Nc2nc(C)cc(C)n2)c(O)c1	14%	50µM*	25µM*	?	-11%	9%	-23%	-14%	2%
CC(C)N(C(=O)[C@H]1C[C@H](CC(=O)NCCN2CCOCC2)C(=O)N2CCc3c([nH]c4ccc(Cl)cc34)[C@]12C)C(C)C	-3%	-12%	/	/	-3%	/	-12%	/	3%
CP(=O)(Nc1cc(Cl)ccc1Cl)c1nc2c(s1)CCCC2 (stereo not given)	14%	-6%	-12%	/	1%	37%	0%	0%	19%
COc1ccc(CNC(=O)C2C3C=CC4(CN(Cc5cccnc5)C(=O)C24)O3)cc1 (stereo not given)	19%	-14%	0%	1%	3%	1%	-6%	2%	7%
O=C(N/N=C/c1ccc[nH]1)c1ccc2c(c1)OCO2	100%[activator]	-10%	-3%	13%	-8%	-1%	-14%	-5%	18%
COc1ccccc1C(=O)NCC(=O)N1CCN(S(=O)(=O)c2ccc3c(c2)OCCO3)CC1	61%[activator]	0%	9%	7%	-4%	/	-17%	/	5%

Looked up one by one from the list above:
SMILES	Pol iota inh	JMJD2A Tudor inh	BAZ2B block	G9a block	POLK inh	POLB inh	Pol eta inh	BLM helicase inh	APEX1 inh
COc1ccc(CNC(=O)C2C3C=CC4(CN(Cc5cccnc5)C(=O)C24)O3)cc1 (stereo not given)	19%	-14%	0%	1%	3%	1%	-6%	2%	7%
CN(C)c1ccc(/C=C2\CCCCC2=O)cc1	7%&-11%	?	?	50µM*	-4%&-2%	-10%	0%	5%	1%

The main list resumes, repeating the 3 entries before the break.
SMILES	Pol iota inh	JMJD2A Tudor inh	BAZ2B block	G9a block	POLK inh	POLB inh	Pol eta inh	BLM helicase inh	APEX1 inh
COc1ccc(CNC(=O)C2C3C=CC4(CN(Cc5cccnc5)C(=O)C24)O3)cc1 (stereo not given)	19%	-14%	0%	1%	3%	1%	-6%	2%	7%
O=C(N/N=C/c1ccc[nH]1)c1ccc2c(c1)OCO2	100%[activator]	-10%	-3%	13%	-8%	-1%	-14%	-5%	18%
COc1ccccc1C(=O)NCC(=O)N1CCN(S(=O)(=O)c2ccc3c(c2)OCCO3)CC1	61%[activator]	0%	9%	7%	-4%	/	-17%	/	5%
COc1ccc(S(=O)(=O)N2CCC(C(=O)NCCC(=O)NC3CC3)CC2)cc1	28%	-10%	-2%	/	-11%	19%	9%	2%	-5%
CC(C(=O)Nc1ccc2[nH]c(=O)[nH]c2c1)N1CCN(Cc2ccc3c(c2)OCO3)CC1 (stereo not given)	23%	-7%	8%	9%[12.7 µM]	-3%	/	-10%	/	7%
O=C(c1ccc(Cl)cc1Cl)c1ncc(C(F)(F)F)cc1Cl	21%	7%	11%	57%[activator]	-1%	10%	-1%	-5%	-6%
COC(=O)c1sccc1-n1cccc1C(=O)C(=O)N1CCCC1	8%	-8%	-20%	17%	-14%	0%	-16%	1%	-15%
CC(C)Sc1nc2ccccc2[nH]1	-8%	2%	-4%	56µM*	14%	30%[activator]	-6%	2%	13%
Cc1cc(-c2nnc3n2N=C(c2ccccc2)CS3)n[nH]1	?	?	-22%	45µM*	-22%	1%	5%	2%	4%
COc1ccc(-n2cc(CNCCCN3CCCC3=O)c(-c3ccccc3Cl)n2)cc1	31%[activator]	-23%	-3%	?	-22%	-13%	-20%	3%	-6%
O=C(/C=C/Nc1cccc(F)c1)c1ccco1	28%	8%	-1%	?	-2%	-10%	-6%	-5%	6%
Cn1c(SCC(=O)Nc2ccc(C(=O)O)cc2)nc2scc(-c3ccccc3Cl)c2c1=O	-14%	-25%	/	/	-17%	/	0%	/	30%
CCOc1ccccc1OCCCC(=O)NC1CCCc2ccccc21 (stereo not given)	0%	-1%	5%	13%	0%	21%[57.1 µM]	-15%	-2%	-2%
COc1ccc(C(=O)C(CO)Oc2ccccc2OC)cc1OC (stereo not given)	46%[activator]	0%	-10%	-34%	1%	25%	-6%	-4%	5%
CCOC(=O)/C=C1\SCC(=O)N1CC(=O)Nc1cc(S(=O)(=O)N(C)C)ccc1C	-4%	-11%	/	/	-13%	/	-19%	/	18%
CCc1ccc(CN(C)C(=O)CCc2nnc(CCc3ccccc3OC)o2)nc1	-10%	-15%	1%	1%	6%	9%	-8%	-3%	-3%
Cc1ccc2c(CN3CCCCC3C)cc(=O)oc2c1 (stereo not given)	30%[activator]	-4%	9%	8%	-9%	43%	-21%	4%	-8%
Cn1c(=O)c2c(nc(NCCCO)n2C/C=C/c2ccccc2)n(C)c1=O	0%	4%	10%	-32%[12.7 µM]	-6%	39%	-18%	-2%	8%
CCc1ccc(CNC(=O)C2CCCN(S(=O)(=O)c3ccc4c(ccn4C)c3)C2)cc1 (stereo not given)	7%	-14%	-5%	7%[59 µM]	-11%[60.1 µM]	5%	-11%	-5%	/
CC1CC1C(=O)N1CCN(S(=O)(=O)c2cc(C(F)(F)F)cc(C(F)(F)F)c2)CC1 (stereo not given)	65%[activator]	-14%	-6%	-25%[12.7 µM]	-9%	/	-19%	/	2%
CC(NC(=O)COC(=O)c1cccnc1Cl)C12CC3CC(CC(C3)C1)C2 (stereo not given)	-5%	-8%	/	/	-9%	/	-5%	/	22%
COc1cccc(NC(=O)CCC(=O)Nc2cccc(OC)c2)c1	14%	-2%[57.1 µM]	7%	18%[59 µM]	0%	1%	-23%	2%	2%
CCc1ccccc1NC(=O)c1cc(=O)c2ccccc2o1	1%	-9%	-1%	/	-9%	27%	2%	-8%	10%
Cc1cccc(NC(=O)c2cnc3n(c2=O)CCS3)c1	-1%[58.9 µM]	-8%	1%	-17%[59 µM]	-1%	1%	-17%	4%	-3%
COc1ccc(-c2cc(C3CC3)nc(N)c2C#N)cc1	14%	-7%	10%	?	-14%	1%	12%	-6%	-3%
COc1cc(C2C3C(=O)N(c4ccc(F)cc4)C(=O)C3ON2c2ccccc2)ccc1O (stereo not given)	-2%	10%	2%	-8%[2.33 µM]	-11%	12%	-3%	-1%	-3%
COc1cc([N+](=O)[O-])ccc1N1C(=O)C2C3C=CC(C4CC34)C2C1=O (stereo not given)	113%[activator]	-12%[57.1 µM]	-27%	40µM*	-1%	2%	-13%	-2%	-6%
CN(C)S(=O)(=O)c1ccc(C(=O)NCc2nc3ccccc3s2)cc1	58%[activator]	12%	-20%	-1%	-1%	11%	-16%	-6%	32%[activator]
O=C1NC2(CCCCC2)N(C(=O)c2ccccc2)C2=C1CCCC2	12%	-29%	2%	10%	10%	36%	-7%	2%	11%
COC(=O)COc1ccc(S(=O)(=O)NCC2CCCO2)cc1Cl (stereo not given)	19%	-4%	3%	2%[12.7 µM]	-4%	2%	1%	-7%	-1%
COC(=O)c1cc(C(=O)N2CCN(C(=O)c3ccco3)CC2)cc([N+](=O)[O-])c1	24%	-15%	-6%	-2%	-4%	23%	-9%	-4%	28%
c1cc2c(cc1NC1CCCCCC1)OCO2	149%[activator]	50µM*	40µM*	7.9µM*	-12%	1%	-15%	-7%	6%
Fc1ccc(-c2ccc(CNCCSc3nnnn3-c3ccccc3)o2)cc1	-2%	?	35µM*	13µM*	2%	4%	-18%	-8%	/

The list is partial; the hit share may differ from the screen's.
